DDE Tn7 FP inh – disrupts Tn7 cyclic peptide binding to fibrin D-Dimer-E complex | FP displacement of FITC-Tn7 peptide from fibrin DD(E); 0% = median of compound wells per plate | inhibition, % at 8.3 µM | hit rate 0.13% among 370,000 | AID 720508;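 active means inhibition above the mean of compounds falling within the control limits plus 3 SD of them, cut at about 14% in these data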;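 further: 0% = plate median of compound wells and 100% = 10 µM Aha-Tn7 peptide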
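system = human fibrin DD(E) protein | quantity = DD(E) 2 µM final | medium = Tris/NaCl/CaCl2 buffer, pH 7.8 | also added = labelled Tn7 tracer, 0.1 µM | compound dosing = single point at 8.3 µM | timing = compound with protein 10 min, then 3 h after probe, room temperature | signal = FP measurement | benchmarks = Aha-Tn7 high control | repeats = one replicate per compound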
TCR CD3 inh – blocks the human TCR-CD3 interaction; inhibition, % at 9.4 µM; AID 651800; hit rate 0.37% among 360,000; TAMRA-labeled TCR probe fluorescence, biochemical; in the data active means inhibition above about 19%;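 further: recombinant mutant TCR 2C K166C tagged with TAMRA read by polarization; 0% = receptor in buffer alone and 100% = receptor with positive control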
ABHD4 inh – inhibitors of mouse ABHD4 | Q8VD66 | hit rate 0.54% among 370,000 | inhibition, % at 8.92 µM | AID 720543 | purified mABHD4, FP-Rh probe fluorescence polarization;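 active means inhibition exceeding the mean over every tested compound plus 3 SD, cut at about 30% in these data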;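 further: 0% = plate median of compound wells and 100% = S159A mutant with DMSO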
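Test system: mABHD4 protein | Buffer or medium: HEPES pH 7.0 buffer, 150 mM NaCl, 0.01% Pluronic F-127 | Probe or stimulus: FP-Rh fluorescent activity-based probe, added after compound pre-incubation | Timing: Pre-incubation 45 min, probe exposure 60 min, at 25 °C | Technique: Fluorescence polarization, excitation 525 nm, emission 598 nm, BODIPY TMR filters | Repeats: Single well per compound (singlicate)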
LEDGF integ inh – blocks HIV-1 LEDGF/p75-dependent DNA integration; TR-FRET IN-LEDGF/p75 DNA integration, Eu/Cy5; inhibition, % at 3.7 µM; hit rate 0.64% among 370,000; AID 743269;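 active means inhibition above the screen-wide mean plus 3 SD, cut at about 13% in these data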;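 further: signal is the Cy5 over europium emission ratio at 671 and 618 nm; 0% = plate median of compound wells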
UHRF1 MBD2 ctr – blocks human UHRF1 binding to methylated DNA | UHRF1 binding to methylated oligo, TR-FRET | hit rate 0.75% among 370,000 | inhibition, % at 4.4 µM; in the data active means inhibition above about 21%;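 further: UHRF1 SRA domain binding a hemimethylated CpG hairpin DNA probe; 0% = median of test compound wells and 100% = reference inhibitor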
Target sequence (Q96T88 whole entry, looked up, the tested form may be a part): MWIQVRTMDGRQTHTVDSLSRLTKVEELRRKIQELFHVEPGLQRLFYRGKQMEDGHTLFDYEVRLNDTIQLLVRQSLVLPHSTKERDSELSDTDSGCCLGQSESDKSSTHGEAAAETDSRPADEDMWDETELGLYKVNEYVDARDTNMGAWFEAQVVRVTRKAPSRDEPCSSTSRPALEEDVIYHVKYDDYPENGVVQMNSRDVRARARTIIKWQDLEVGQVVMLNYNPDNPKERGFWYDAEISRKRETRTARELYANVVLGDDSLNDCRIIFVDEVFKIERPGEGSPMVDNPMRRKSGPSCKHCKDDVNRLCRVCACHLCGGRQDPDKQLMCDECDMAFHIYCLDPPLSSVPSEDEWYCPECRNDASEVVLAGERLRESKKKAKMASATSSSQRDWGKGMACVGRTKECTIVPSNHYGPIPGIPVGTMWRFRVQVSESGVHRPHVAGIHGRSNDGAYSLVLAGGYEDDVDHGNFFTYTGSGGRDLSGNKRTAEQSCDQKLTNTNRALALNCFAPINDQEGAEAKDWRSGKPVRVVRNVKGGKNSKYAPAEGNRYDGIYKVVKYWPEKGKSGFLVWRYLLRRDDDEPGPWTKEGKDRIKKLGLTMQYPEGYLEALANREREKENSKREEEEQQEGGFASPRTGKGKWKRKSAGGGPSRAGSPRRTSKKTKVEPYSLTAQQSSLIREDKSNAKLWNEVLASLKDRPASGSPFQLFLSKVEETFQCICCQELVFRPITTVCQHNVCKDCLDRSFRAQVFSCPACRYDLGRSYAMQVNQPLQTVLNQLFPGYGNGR
HTRA1 inh – blocks human HTRA1 serine peptidase; recombinant HTRA1, FP-rhodamine activity-based probe, fluorescence polarization; AID 504803; hit rate 0.5% among 340,000; inhibition, % at 5.96 µM; in the data active means inhibition above about 36%;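 further: 0% = enzyme with DMSO and 100% = wells lacking enzyme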
PRMT1 FP inh – inhibitors of human PRMT1; recombinant PRMT1, activity-based probe fluorescence polarization; inhibition, % at 2.79 µM; hit rate 1.3% among 370,000; AID 652257; Q99873;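 active means inhibition above about 21% made by adding two undisclosed values, limit read from the data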
PG9 Ab binder – binds the HIV-1 gp120 antibody PG9 | TR-FRET gp120-PG9 antibody binding | inhibition, % at 6.7 µM | hit rate 0.43% among 360,000 | AID 624416; in the data active means inhibition above about 8.5%
SIAE primary – blocks human sialic acid acetylesterase; SIAE FP-Rh probe binding, fluorescence polarization; inhibition, % at 9.66 µM; hit rate 0.69% among 370,000; AID 1053197;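 active means inhibition above a cutoff: mean of compounds within the control limits plus 3 SD of those, cut at about 17% in these data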;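 further: 0% = plate median of compound wells and 100% = probe without SIAE protein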
TDP2 inh – blocks human TDP2 phosphodiesterase activity. O95551. recombinant TDP2, T5PNP hydrolysis, p-nitrophenol absorbance 415 nm. inhibition, % at 12.8 µM. hit rate 0.34% among 370,000. AID 720702;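 active means inhibition above the mean of all tested compounds plus 3 SD, set per campaign, cut at about 25% in these data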;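 further: 0% = DMSO with enzyme and 100% = buffer with substrate but no TDP2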
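System – recombinant human TDP2 · Quantity – TDP2 enzyme at 120 nM final · Doses – single concentration, 12.8 µM nominal, with 1% DMSO · Incubation – 2 h at 37 °C · Measured by – epi absorbance of p-nitrophenol freed from T5PNP by hydrolysis · Read-out – % inhibition relative to enzyme-containing and enzyme-free wells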
* = called active by the depositor; . = no result given.

Every second line gives: DDE Tn7 FP inh	TCR CD3 inh	ABHD4 inh	LEDGF integ inh	UHRF1 MBD2 ctr	HTRA1 inh	PRMT1 FP inh	PG9 Ab binder	SIAE primary	TDP2 inh
- Cc1c(NS(=O)(=O)c2ccc3c(c2)CCN3C(=O)C2CC2)c(=O)n(-c2ccccc2)n1C
    0	3	-1	-4	1	-1	-1	-0.9	2	-3
- O=C(/C=C/c1ccco1)NC(=S)Nc1ccc(N2CCOCC2)c(Cl)c1
    5	4	19	6	-3	-7	3	0.8	0	-3
- COc1ccc(CNC(=O)C2COc3ccccc3O2)cc1 (stereo not given)
    3	-5	-6	-1	4	0	2	2.2	0	-3
- COc1ccc(CCNC(=O)CCCn2c(=S)[nH]c3cc4c(cc3c2=O)OCO4)cc1OC
    -8	-7	2	-1	-1	1	1	7.4	7	2
- O=[n+]1c2c(n([O-])c3ccccc31)CCCC2
    -10	2	1	1	-2	6	76*	-0.4	1	6
- CCCCCc1ccc(-c2ccc(OCC)cc2)nc1
    2	-9	-5	5	6	-4	7	0.3	-10	-8
- O=C/C=C/c1c(-c2ccccc2)cc2oc3ccccc3cc1-2
    -4	-1	7	12	5	1	16	-0.3	-4	4
- Cc1cccc(NC(=O)CSCC(=O)N(CCC(C)C)c2c(N)n(Cc3ccccc3)c(=O)[nH]c2=O)c1
    0	0	-4	-1	0	-3	-4	-0.5	1	5
- COC(=O)Cc1[nH]nc2c1C1(C(=O)N(Cc3ccccc3)c3ccccc31)C(C#N)=C(N)O2 (stereo not given)
    0	-1	0	0	0	-9	3	-0.4	-2	-1
- O=C(C1CC1)n1ccc2ccc(-c3ccc4ccn(Cc5ccccc5)c4c3)cc21
    0	.	-1	-2	1	.	1	.	1	-1
- COC(=O)[C@]12C[C@H](CC(=O)NCC34CC5CC(CC(C5)C3)C4)C(=O)N(Cc3ccc4c(c3)OCO4)C1=C[C@H](COCc1ccccc1)O[C@@H]2C
    -3	2	-6	-5	2	.	3	-0.7	4	-4
- CN1CCN(S(=O)(=O)c2cccc(C(=O)O)c2)CC1
    8	-3	1	-1	3	2	3	-1.0	-6	-1
- Cc1cccc(OC(=O)c2cn(C)nc2C(F)(F)F)c1C
    2	2	-4	0	-2	-2	-1	-2.5	-5	-3
- CN(C)c1ccc(C(=S)N2CCCC2)cc1Br
    10	0	0	1	0	-2	-2	1.7	2	3
- COc1ccc(C(=O)N/N=C/c2cc3ccccc3[nH]c2=S)cc1
    -4	30*	6	3	-12	33	13	-2.1	-8	-10
- Cc1ccc(C2(C)NC(=O)N(CC(=O)NCCC3=CCCCC3)C2=O)cc1 (stereo not given)
    2	1	0	-3	0	-7	-2	-0.3	-5	-4
- N#Cc1c(-c2ccc(F)cc2)c2c([nH]c1=O)-c1ccccc1OC2
    1	-4	6	2	1	-3	-1	-0.1	1	-7
- Cn1cc(CN2CCCC(C(=O)Nc3cccc(-n4cccn4)c3)C2)cn1 (stereo not given)
    -5	0	-6	2	2	0	-4	-0.7	-7	-27
- CC(C)(C)C(=O)N1CCN(c2ccc(NC(=O)c3ccc([N+](=O)[O-])o3)cc2)CC1
    -6	1	1	-5	-2	5	-3	-3.1	-6	-3
- Cc1ccc2[nH]c(C(=O)NCCN3CCCC3)cc2c1
    6	2	-3	-2	-4	-8	-1	0.0	2	4
- O=C(O)C1CCCCN1S(=O)(=O)c1ccc(Cl)s1 (stereo not given)
    3	6	-1	-2	4	1	5	-2.4	2	-6
- CN(c1ccccc1)S(=O)(=O)c1cccc(NC(=O)CCNC(=O)c2ccco2)c1
    4	-2	0	-4	2	-3	3	-0.3	-1	1
- CC(=O)Nc1ccc(NC(=O)CSc2nnnn2-c2ccccc2F)cc1
    -8	3	0	3	6	4	-2	-2.1	-4	-12
- COC(=O)c1ccc(S(=O)(=O)N2CCc3ccccc3C2)cc1
    0	-6	-2	-3	1	-5	3	0.2	-10	-6
- CCOC(=O)C1(CCOc2ccccc2)CCN(CCCn2cccn2)CC1
    -2	-9	0	-5	6	-4	2	-1.4	-2	-7
- CCCCCOc1ccc(C2NC(=O)NC2=O)cc1 (stereo not given)
    -4	4	-4	0	1	-7	-3	-1.1	-7	0
- O=C(CN1CCN(c2ccccn2)CC1)N1c2ccccc2Sc2ccc(C(F)(F)F)cc21
    -5	-4	-10	-1	0	-27	-3	-1.4	-3	-1
- Cc1ccc(C2CCN(C(=O)Nc3ccc(F)cc3)C2)cc1 (stereo not given)
    11	4	-4	-1	4	-7	1	-2.0	-9	0
- O=C(OCc1cc(=O)n2c(n1)sc1ccccc12)c1ccc(O)cc1O
    -5	6	-5	5	3	-6	-1	-0.8	-58	10
- CCN(CC)Cc1cc(CCNC(=O)c2ccc(Cl)cc2)ccc1O
    1	2	2	5	1	2	3	1.4	2	3
- COc1ccc(C2CC(c3ccccc3OC(C)=O)=NN2C(C)=O)cc1 (stereo not given)
    -5	11	-2	6	2	4	0	-3.1	-1	8
- C/C(=N\NC(=O)CCC(=O)Nc1ccccc1)c1cccs1
    -5	0	1	-1	-1	0	0	-2.0	-3	2
- COc1ccc(NC(=O)/C=C/c2ccc(F)cc2)cn1
    -4	0	-7	-2	-3	-5	-1	-2.6	-2	-8
- COc1ccc(C(=O)Nc2ccccn2)cc1S(=O)(=O)N1CCOCC1
    1	10	-2	-1	-2	3	-2	-0.2	0	-7
- Cc1ccc(NC(=O)c2ncn(CCCNCC3CCCCC3)n2)cc1C
    -9	2	2	0	-1	-4	-2	-1.7	-2	3
- COCCN(C(=O)CNC(=O)c1ccco1)C(C(=O)NC1CCCCC1)c1cccc(OC)c1 (stereo not given)
    4	4	1	0	-2	0	0	0.3	0	18
- Cc1ccc(OCC(=O)Nc2ccc(S(=O)(=O)N3CCCCC3)cc2)c([N+](=O)[O-])n1
    -1	-1	5	0	-3	-3	-1	0.9	-8	-2
- COC(=O)CC1Sc2ccccc2NC1=O (stereo not given)
    3	1	-1	-1	0	-1	8	-0.4	-1	0
- COc1ccc(Cl)cc1NS(=O)(=O)c1cccc2cccnc12
    2	1	1	0	0	-8	-2	-0.8	9	-8
- O=C(C[n+]1ccc(-c2cc(C(=O)Nc3cccc(C(F)(F)F)c3)c3ccccc3n2)cc1)c1cccc([N+](=O)[O-])c1
    -8	-11	11	3	-2	-10	-1	-0.2	-1	-15
- Cc1cc(NS(=O)(=O)c2ccc(NC(=O)CCCC(=O)O)cc2)nc(C)n1
    -1	9	1	-2	0	6	-1	2.9	1	-5
- Cc1cccc(N2CCN(Cc3nc(-c4cccc(Cl)c4)oc3C)CC2)n1
    4	0	3	1	3	-9	-1	-2.0	3	7
- CN(Cc1ccccc1)CC(O)COc1ccc(CNCc2cc3ccccc3s2)cc1 (stereo not given)
    5	-6	3	2	-2	-16	-3	1.9	2	2
- OC(C#Cc1ccccn1)c1cccs1 (stereo not given)
    3	-1	12	0	3	4	9	-1.6	1	3
- Cc1cc(C(=O)N2CC(C)CC(C)C2)n(-c2ccccc2)n1 (stereo not given)
    6	-7	-9	-6	4	6	6	-0.9	-5	-1
- COc1cc(/C=C/C(=O)OCC(=O)NCCc2ccc(F)cc2)ccc1OC(F)F
    -4	2	-2	2	-3	2	-1	-2.7	-6	-5
- COc1ccc(OCCCC(=O)Nc2cc(S(=O)(=O)N3CCCCC3)ccc2OC)cc1
    -2	3	-10	5	2	6	0	-3.7	-2	-4
- O=C(OCc1nnc(-c2ccccc2)o1)c1ccc(-n2cnnn2)cc1
    5	5	4	-3	-2	0	0	-0.7	-1	5
- CCN(Cc1cnn(C)c1)C(=O)c1cc(COc2ccc3c(c2)CCCC3)on1
    0	-2	-1	4	2	-20	0	-1.3	-4	-23
- C[C@H](NC(=O)c1nc[nH]c1C(=O)N[C@@H](C)C(=O)OC(C)(C)C)C(=O)OC(C)(C)C
    3	5	0	-2	1	-1	-1	-0.1	-1	0

Other structures follow.
Every second line gives: DDE Tn7 FP inh	TCR CD3 inh	ABHD4 inh	LEDGF integ inh	UHRF1 MBD2 ctr	HTRA1 inh	PRMT1 FP inh	PG9 Ab binder	SIAE primary	TDP2 inh
- O=C(Nc1ccccc1)N1CCCN(c2c(Cl)cncc2Cl)CC1
    2	-1	-3	-5	2	1	2	-1.2	-3	-1
- CCN(CCCn1c(=S)[nH]c2ncccc2c1=O)c1ccccc1
    -14	-3	-2	2	2	-2	-2	-0.9	-3	-7
- CC(C(=O)Nc1ccccc1)N(C)CCOc1ccc(Br)cc1 (stereo not given)
    0	5	-8	0	0	-15	1	-3.5	0	7
- CC(C)Oc1ccc(Br)cc1/C=N\NC(N)=S
    0	8	-13	1	16	-8	39*	-0.7	10	10
- Cc1cc(C)nc(OC(C(=O)O)C(OCC(C)C)(c2ccccc2)c2ccccc2)n1 (stereo not given)
    4	-6	11	-9	0	1	1	0.4	-3	-7
- COCCCNC(=O)CS(=O)(=O)Cc1nc(-c2cccc(OC)c2)oc1C
    -5	-4	-1	0	-1	0	-2	-0.7	7	2
- Oc1ccccc1C(=S)N1CCCCCC1
    3	4	1	1	-2	6	4	3.5	3	7
- CCC(=O)Nc1ccc(OC)cc1OC
    -3	5	3	-4	3	10	-1	-1.4	-8	-5
- Cc1ccc(CNC(=O)CN(C)S(=O)(=O)c2cccc3cccnc23)cc1
    0	-2	0	-3	0	-4	-2	-0.9	-3	2
- Clc1cccc(Cl)c1CSc1nnc([C@@H]2CCCN2)o1
    8	-2	0	-3	0	1	6	-0.6	8	-6
- O=C(Nc1cccnc1Cl)c1cc(-c2ccc(Br)cc2)on1
    3	0	5	-3	2	-6	4	2.8	3	-2
- Cc1ccc(Cn2cccc2C2=NC(C)CO2)cc1 (stereo not given)
    -5	-9	-11	1	5	-4	-2	-1.3	4	-20
- COc1cc(CCC(=O)Nc2cccc(S(=O)(=O)N(C)C)c2)cc(OC)c1OC
    -3	-3	6	-3	2	0	3	-0.2	5	2
- CC(=O)Nc1ccc(C(C#N)c2ccccc2)cc1 (stereo not given)
    -3	6	-1	3	1	-4	-7	-3.5	1	2
- O=S(=O)(c1cccc2nsnc12)N1CCN(c2ncccn2)CC1
    -10	-6	5	1	-1	6	1	-0.4	2	9
- Cc1[nH]c(=O)c(C(=O)/C=C/c2ccccc2)c2c1CCCC2
    0	2	0	-1	3	0	2	-0.6	2	6
- Brc1ccc(C2=Nn3cnnc3SC2)cc1
    2	4	2	0	-2	-4	-2	-0.3	-9	8

Source: PubChem
